Assay outcomes from PubChem BioAssay.
OXTR ag: activates the human oxytocin receptor | P30559 | CHO-OTR cells, Fluo-8 calcium fluorescence; normalized: DMSO 0%, oxytocin 100% | activation, % at 3 µM | actives 0.32% (n = 320,000);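 active = activation above the mean of all tested compounds plus 3 SD, cutoff set per screening run, cut at about 20% in these data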;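 note: peak over basal fluorescence ratio from a 100 s FLIPR kinetic read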
PHOSPHO1 inh: blocks human PHOSPHO1 phosphatase activity; Q8TCT1; recombinant PHOSPHO1, absorbance phosphatase assay; inhibition, % at 13.3 µM; actives 1.1% (n = 290,000); AID 1565; in the data active = inhibition above about 60%
NS3 helicase inh: inhibitors of Hepatitis C virus NS3 helicase. actives 0.56% (n = 290,000). NS3 helicase DNA unwinding, Cy5 molecular beacon fluorescence. inhibition, % at 10.9 µM;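 active = inhibition above the mean of all tested compounds plus 3 SD, set per campaign, cut at about 35% in these data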;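 note: 0% = DMSO wells and 100% = thioflavine S control wells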
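Assay system: hepatitis C virus NS3 helicase domain fragment enzyme. Also added: annealed dual-labelled DNA beacon duplex, ATP-started. Timing: 1 h reaction at 25 °C, ATP-initiated. Technique: Cy5 fluorescence at 0 and 60 min, beacon hairpin quenching. Evaluation: % inhibition of unwinding. Replication: one well per compound.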
GalR3 antagonist: antagonists of human GalR3. O60755. HEK293 GalR3-CNG cAMP membrane potential fluorescence; galR3 body fused to GalR1 C-terminus. inhibition, % at 3 µM. actives 0.44% (n = 360,000);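 active = inhibition above the screen-wide average plus 3 SD, cut at about 13% in these data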;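 note: forskolin and galanin both at EC90 stimulate the cells; cAMP rise reported by CNG channel membrane potential dye signal; 0% = forskolin plus galanin with DMSO and 100% = forskolin alone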
Target sequence (O60755 1-299 limits assumed): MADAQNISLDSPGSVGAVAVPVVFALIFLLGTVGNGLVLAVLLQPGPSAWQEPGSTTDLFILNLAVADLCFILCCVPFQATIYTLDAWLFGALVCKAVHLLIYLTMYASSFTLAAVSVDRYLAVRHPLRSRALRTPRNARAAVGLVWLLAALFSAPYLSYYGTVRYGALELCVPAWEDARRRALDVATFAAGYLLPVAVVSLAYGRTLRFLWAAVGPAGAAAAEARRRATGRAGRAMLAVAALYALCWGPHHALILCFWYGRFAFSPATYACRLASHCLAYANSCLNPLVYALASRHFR
VIM-2 inh: inhibitors of Pseudomonas aeruginosa VIM-2 metallo-beta-lactamase; actives 0.89% (n = 290,000); inhibition, % at 5.6 µM; purified VIM-2, nitrocefin hydrolysis, epi-absorbance fluorescence; AID 1527;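 active = inhibition above the mean of all tested compounds plus 3 SD, cutoff set per screening run, cut at about 7.5% in these data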;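 note: red hydrolysis product quenches plate fluorescence so inhibitors raise well fluorescence; 0% = enzyme with DMSO and 100% = DMSO without enzyme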
IMP-1 inh: inhibitors of Pseudomonas aeruginosa IMP-1 metallo-beta-lactamase | inhibition, % at 5.6 µM | purified IMP-1, nitrocefin hydrolysis, epi-absorbance fluorescence | AID 1556 | actives 0.45% (n = 290,000);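 active = inhibition above the mean plus 3 SD of all compounds in the same screening run, cut at about 4.5% in these data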;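 note: 0% = IMP-1 with DMSO and 100% = DMSO wells lacking enzyme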
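Test system: recombinant IMP-1 enzyme, purified / Medium: HEPES buffer pH 7.1 with ZnSO4 and Brij 35 / Doses: single dose, 5.6 µM / Times: 25 °C, 15 min preincubation, 25 min reaction / Detection: Epi-absorbance via hydrolysed-nitrocefin quenching of white-plate fluorescence, 480/530 nm, EDTA stop / Evaluation: percent inhibition from optical density relative to buffer-blank wells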
V1aR counter: V1a receptor agonism, counter-screen for OXTR agonists; actives 0.25% (n = 320,000); P37288; activation, % at 3 µM; CHO-V1R cells, Fluo-8 calcium fluorescence, agonist mode; 0% DMSO, 100% 3 nM vasopressin;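 active = activation above the mean activation of all tested compounds plus 3 SD, per screening run, cut at about 20% in these data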;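 note: signal is peak over basal fluorescence ratio across a 100 second FLIPR read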
Target sequence (P37288 whole entry, looked up): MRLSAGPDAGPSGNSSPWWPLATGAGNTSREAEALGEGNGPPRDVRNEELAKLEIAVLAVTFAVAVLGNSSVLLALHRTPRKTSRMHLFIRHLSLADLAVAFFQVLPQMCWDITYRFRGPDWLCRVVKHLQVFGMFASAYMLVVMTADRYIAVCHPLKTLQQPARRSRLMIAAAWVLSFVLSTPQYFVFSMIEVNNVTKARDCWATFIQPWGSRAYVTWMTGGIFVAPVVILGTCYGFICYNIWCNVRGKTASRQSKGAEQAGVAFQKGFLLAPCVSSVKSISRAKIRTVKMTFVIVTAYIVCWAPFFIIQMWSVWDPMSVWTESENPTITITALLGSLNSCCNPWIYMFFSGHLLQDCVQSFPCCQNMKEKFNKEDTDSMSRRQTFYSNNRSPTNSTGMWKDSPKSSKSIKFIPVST
GPR7 antagonist: blocks human GPR7 receptor signaling; P48145; GPR7-expressing cells, fluorescence antagonist assay; inhibition, % at 4.4 µM; actives 1.1% (n = 290,000); AID 1861; in the data active = inhibition above about 16%, passing the limit was not always enough;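 note: cells stimulated with the agonist NPW; 0% = agonist with vehicle and 100% = vehicle without agonist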
Target sequence (P48145 whole entry, looked up): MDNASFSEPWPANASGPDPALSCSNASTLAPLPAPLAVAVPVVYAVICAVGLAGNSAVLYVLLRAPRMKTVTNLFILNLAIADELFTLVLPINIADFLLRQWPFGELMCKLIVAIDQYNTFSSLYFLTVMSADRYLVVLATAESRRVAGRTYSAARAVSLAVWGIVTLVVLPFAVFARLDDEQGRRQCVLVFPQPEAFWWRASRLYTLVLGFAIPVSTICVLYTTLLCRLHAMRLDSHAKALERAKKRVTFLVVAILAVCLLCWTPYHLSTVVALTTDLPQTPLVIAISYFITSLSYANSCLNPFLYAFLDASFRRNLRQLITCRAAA
DNA FID counter: displaces DNA intercalator in HCV helicase counter-screen; DNA fluorescent intercalator displacement, fluorescence; inhibition, % at 7.9 µM; actives 0.17% (n = 290,000); AID 1845; in the data active = inhibition above about 37%;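 note: 0% = vehicle and 100% = reference compound; higher means more ethidium bromide displaced from hairpin DNA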
The depositor's hits bear a star.

Screening CN(Cc1c(F)cccc1Cl)C(=O)c1cnc2ccccc2n1 returned OXTR ag 4.6, PHOSPHO1 inh 26.9, NS3 helicase inh 4.3, GalR3 antagonist -5.2, VIM-2 inh 0.7, IMP-1 inh -2.3, V1aR counter 3.3, GPR7 antagonist -13.3 and DNA FID counter -20.1.
For CC(=O)N(c1nc(CCl)cs1)c1cccc(C)c1C the results were OXTR ag 0.4, PHOSPHO1 inh 15.3, NS3 helicase inh 2.3, GalR3 antagonist -2.8, VIM-2 inh -0.5, IMP-1 inh -3.6, V1aR counter 1.8, GPR7 antagonist -1.3 and DNA FID counter 6.3.
Screening O=C(NCc1cccc(C(F)(F)F)c1)c1ccc2c(c1)OCO2 returned NS3 helicase inh 15.3, GalR3 antagonist 0.9, VIM-2 inh -2.4, IMP-1 inh -1.7, GPR7 antagonist 1.6 and DNA FID counter -8.9.
Screening COc1cc(C(=O)N(Cc2ccc(N(C)C)cc2)C2CCS(=O)(=O)C2)cc(OC)c1OC (stereo not given) returned OXTR ag -1.1, PHOSPHO1 inh 13.5, NS3 helicase inh -5.5, GalR3 antagonist -1.4, VIM-2 inh -3.1, IMP-1 inh -2.1, V1aR counter 1.7, GPR7 antagonist 1.6 and DNA FID counter -23.6.
Cn1cc(C(=O)N2CCc3ccccc3C2)c(=O)c2cc(S(=O)(=O)N3CCOCC3)ccc21 was read as OXTR ag -0.8, PHOSPHO1 inh -2.0, NS3 helicase inh 4.8, GalR3 antagonist -5.2, VIM-2 inh -2.1, IMP-1 inh -2.8, V1aR counter 2.5, GPR7 antagonist 4.0 and DNA FID counter -34.9.
For Cn1c(-c2cc(Br)ccc2O)n[nH]c1=S the results were OXTR ag 2.3, PHOSPHO1 inh 32.2, NS3 helicase inh -4.8, GalR3 antagonist -5.2, VIM-2 inh 1.5, IMP-1 inh -2.8, V1aR counter 1.5, GPR7 antagonist 4.9 and DNA FID counter -3.7.
Screening Cc1ccnc(S(=O)(=O)Cc2ccc([N+](=O)[O-])cc2)n1 returned OXTR ag 0.5, PHOSPHO1 inh 37.5, NS3 helicase inh -11.8, GalR3 antagonist -8.8, VIM-2 inh 2.0, IMP-1 inh -0.4, V1aR counter 0.5, GPR7 antagonist -3.7 and DNA FID counter -0.1.
Screening COc1cc(S(=O)(=O)n2cnc3ccccc32)ccc1Br returned OXTR ag 1.0, PHOSPHO1 inh 3.1, NS3 helicase inh -7.7, GalR3 antagonist -13.6, VIM-2 inh -1.3, IMP-1 inh -3.0, V1aR counter 0.7, GPR7 antagonist -14.0 and DNA FID counter 6.5.
For CCN(CC)c1ccc(C=Nc2ccccc2)c(O)c1 the results were OXTR ag -0.5, PHOSPHO1 inh 8.2, NS3 helicase inh 2.6, GalR3 antagonist -2.4, VIM-2 inh 2.9, IMP-1 inh -2.0, V1aR counter 0.1, GPR7 antagonist -4.8 and DNA FID counter 0.3.
O=C1C(=Cc2ccc(Br)o2)C(=O)c2ccccc21 was read as OXTR ag -0.4, PHOSPHO1 inh -7.9, NS3 helicase inh 45.2*, VIM-2 inh -3.1, IMP-1 inh -0.8, V1aR counter -0.2, GPR7 antagonist -6.2 and DNA FID counter -14.3.
`CC1(C)CNC(=O)c2sc(NC(=O)c3ccccc3)nc2C1` gave OXTR ag -0.1, PHOSPHO1 inh 15.9, NS3 helicase inh 2.2, GalR3 antagonist -1.9, VIM-2 inh 1.4, IMP-1 inh -1.8, V1aR counter 0.4, GPR7 antagonist -5.6 and DNA FID counter -16.5.
`COc1ccc(-c2csc(NC3OC(=O)c4c3ccc(OC)c4OC)n2)cc1OC` (stereo not given) gave OXTR ag -0.4, PHOSPHO1 inh 18.9, NS3 helicase inh -2.2, GalR3 antagonist -1.4, VIM-2 inh 1.2, IMP-1 inh -1.5, V1aR counter 0.6, GPR7 antagonist 5.9 and DNA FID counter -21.3.
Screening COc1ccc(C2=NN(C(C#N)c3ccc(OC)cc3)C(c3ccccc3)C2)cc1 (stereo not given) returned OXTR ag -1.3, PHOSPHO1 inh -2.4, NS3 helicase inh 9.1, GalR3 antagonist -4.4, VIM-2 inh -1.1, IMP-1 inh -2.5, V1aR counter -0.3, GPR7 antagonist -3.9 and DNA FID counter 0.5.
For Cc1c(C(=O)O)oc2c1C(=O)CC(C)(C)C2 the results were OXTR ag 0.8, PHOSPHO1 inh 8.0, NS3 helicase inh -8.9, GalR3 antagonist -5.5, VIM-2 inh 0.6, IMP-1 inh -2.1, V1aR counter 0.2, GPR7 antagonist -9.2 and DNA FID counter 1.2.
Screening Cc1ccc2nsnc2c1S(=O)(=O)N(CCO)Cc1cc2cc3c(cc2[nH]c1=O)OCCO3 returned OXTR ag -0.9, PHOSPHO1 inh 3.0, NS3 helicase inh -3.5, GalR3 antagonist -5.9, VIM-2 inh -1.2, IMP-1 inh -3.4, V1aR counter 0.5, GPR7 antagonist -0.3 and DNA FID counter 0.3.
For COc1cc(OC)c(OC)cc1CN(C)CC1CCCN(CCc2ccccc2F)C1 (stereo not given) the results were OXTR ag -0.5, PHOSPHO1 inh 29.1, NS3 helicase inh -5.8, GalR3 antagonist -11.0, VIM-2 inh -1.4, IMP-1 inh -1.4, V1aR counter 0.4, GPR7 antagonist -3.6 and DNA FID counter 8.2.
For CCOC(=O)Nc1ccc(C(=O)/C=C/c2ccccc2)cc1 the results were OXTR ag -0.9, PHOSPHO1 inh 11.7, NS3 helicase inh -14.6, GalR3 antagonist -4.4, VIM-2 inh -1.4, IMP-1 inh -2.0, V1aR counter 0.4, GPR7 antagonist 4.2 and DNA FID counter -13.3.
For Cc1occc1C(=O)Nc1ccccc1C(=O)O the results were OXTR ag -0.2, PHOSPHO1 inh -8.1, NS3 helicase inh 8.2, GalR3 antagonist -3.3, VIM-2 inh -2.9, IMP-1 inh -2.0, V1aR counter -0.4, GPR7 antagonist 11.9 and DNA FID counter 2.9.
Screening S=c1[nH]nc2nnc3ccccc3n12 returned OXTR ag -0.1, PHOSPHO1 inh -127.6, NS3 helicase inh 1.1, GalR3 antagonist -0.3, VIM-2 inh -0.8, IMP-1 inh -6.2, V1aR counter -0.5, GPR7 antagonist -6.1 and DNA FID counter 3.7.
CCC(CC)C(=O)Nc1cccc(C(=O)N2CCCC2)c1 was read as OXTR ag 0.7, PHOSPHO1 inh -8.3, NS3 helicase inh 6.3, GalR3 antagonist -7.3, VIM-2 inh -4.2, IMP-1 inh -4.7, V1aR counter 1.0, GPR7 antagonist -10.9 and DNA FID counter -7.6.
`CCC1(CC)NC(=O)N(Cc2nc3ccccc3s2)C1=O` gave OXTR ag 0.7, PHOSPHO1 inh -25.2, NS3 helicase inh -3.8, GalR3 antagonist -5.1, VIM-2 inh -1.2, IMP-1 inh -2.3, V1aR counter 0.8, GPR7 antagonist -7.2 and DNA FID counter 5.7.
Screening O=C(Cc1cccs1)Nc1ccc(F)c(F)c1 returned OXTR ag -0.2, PHOSPHO1 inh 46.6, NS3 helicase inh -1.9, GalR3 antagonist -4.1, VIM-2 inh -0.9, IMP-1 inh -1.9, V1aR counter 1.4, GPR7 antagonist 2.4 and DNA FID counter 0.5.
For CCn1nc(NC(=O)CC(C)C)c2cc3ccc(C)cc3nc21 the results were OXTR ag -0.9, PHOSPHO1 inh 2.0, NS3 helicase inh -4.1, GalR3 antagonist -3.0, VIM-2 inh -0.1, IMP-1 inh 0.3, V1aR counter -1.4, GPR7 antagonist -2.4 and DNA FID counter -19.1.
CC(=O)NCCc1cc2ccc(C)cc2[nH]c1=O was read as OXTR ag 0.0, PHOSPHO1 inh 37.9, NS3 helicase inh 3.9, GalR3 antagonist -5.0, VIM-2 inh 0.1, IMP-1 inh 0.1, V1aR counter -0.1, GPR7 antagonist 14.3 and DNA FID counter 1.2.
`O=C(NCCn1cccn1)C1CCC(=O)N(CCc2ccc(Cl)cc2)C1` (stereo not given) gave OXTR ag 0.7, PHOSPHO1 inh 31.5, NS3 helicase inh 5.0, GalR3 antagonist -7.6, VIM-2 inh -1.1, IMP-1 inh -1.2, V1aR counter 0.0, GPR7 antagonist -16.6 and DNA FID counter -6.0.
CC(Sc1nc(-c2ccccc2)cc(=O)[nH]1)C(=O)O (stereo not given) was read as OXTR ag -0.4, PHOSPHO1 inh 5.5, NS3 helicase inh 1.4, GalR3 antagonist -2.3, VIM-2 inh 0.3, IMP-1 inh 1.1, V1aR counter 0.8, GPR7 antagonist -4.4 and DNA FID counter -0.6.
Screening CC(C)(C)OC(=O)NCCCCCNC(=O)c1[nH]cnc1C(=O)N[C@@H](Cc1ccccc1)C(=O)OCc1ccccc1 returned OXTR ag 2.2, PHOSPHO1 inh 26.2, NS3 helicase inh -28.4, GalR3 antagonist -5.5, VIM-2 inh -3.3, IMP-1 inh -3.7, V1aR counter 1.4, GPR7 antagonist -23.3 and DNA FID counter -36.9.
CCOC(=O)Cc1csc(NC(=O)/C=C/c2cccc(Br)c2)n1 was read as OXTR ag 4.0, PHOSPHO1 inh 28.0, NS3 helicase inh -16.4, GalR3 antagonist -4.5, VIM-2 inh -3.2, IMP-1 inh -1.8, V1aR counter 5.4, GPR7 antagonist 9.0 and DNA FID counter -13.8.
Screening O=C(Nc1ccc(Cl)cc1)C1CCCN(c2ncnc3c2nc2n3CCCCC2)C1 (stereo not given) returned OXTR ag 0.2, PHOSPHO1 inh 7.0, NS3 helicase inh -22.1, GalR3 antagonist -7.7, VIM-2 inh 2.0, IMP-1 inh -2.1, V1aR counter -1.5, GPR7 antagonist -3.8 and DNA FID counter -45.6.
`COC(=O)c1ccc(NC(=O)Nc2ccc3c(c2)nc(C)n3C)cc1` gave OXTR ag -0.3, PHOSPHO1 inh 28.1, NS3 helicase inh -14.9, GalR3 antagonist 3.4, VIM-2 inh -1.0, IMP-1 inh -0.6, V1aR counter -0.1, GPR7 antagonist 1.8 and DNA FID counter 11.3.
For CCCN(CCC)S(=O)(=O)c1ccc(NC(=O)C2CCCO2)cc1 (stereo not given) the results were OXTR ag 0.4, PHOSPHO1 inh -6.8, NS3 helicase inh -2.5, GalR3 antagonist -3.9, VIM-2 inh 1.7, IMP-1 inh 1.2, V1aR counter 0.5, GPR7 antagonist -4.0 and DNA FID counter -19.5.
For CC(C)n1nc(C(=O)NCc2ccc3c(c2)OCO3)c2ccccc2c1=O the results were OXTR ag -2.8, PHOSPHO1 inh -26.7, NS3 helicase inh 4.0, GalR3 antagonist -4.0, VIM-2 inh 4.2, IMP-1 inh 0.7, V1aR counter -0.9, GPR7 antagonist -0.1 and DNA FID counter -20.4.
